ADAM10 inh = ADAM10 inhibition, QFRET primary screen; O14672; recombinant ADAM10, EDANS/DABCYL FRET peptide cleavage, 3 h; inhibition, % at 7 µM; 370,000 compounds, 0.62% hits; AID 720582;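 active = inhibition above a per-campaign cutoff equal to the mean of compounds falling between control-based bounds plus 3 SD, cut at about 20% in these data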;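 note: 0% = DMSO wells while the 100% control is not disclosed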
Target sequence (O14672 214-748 limits assumed): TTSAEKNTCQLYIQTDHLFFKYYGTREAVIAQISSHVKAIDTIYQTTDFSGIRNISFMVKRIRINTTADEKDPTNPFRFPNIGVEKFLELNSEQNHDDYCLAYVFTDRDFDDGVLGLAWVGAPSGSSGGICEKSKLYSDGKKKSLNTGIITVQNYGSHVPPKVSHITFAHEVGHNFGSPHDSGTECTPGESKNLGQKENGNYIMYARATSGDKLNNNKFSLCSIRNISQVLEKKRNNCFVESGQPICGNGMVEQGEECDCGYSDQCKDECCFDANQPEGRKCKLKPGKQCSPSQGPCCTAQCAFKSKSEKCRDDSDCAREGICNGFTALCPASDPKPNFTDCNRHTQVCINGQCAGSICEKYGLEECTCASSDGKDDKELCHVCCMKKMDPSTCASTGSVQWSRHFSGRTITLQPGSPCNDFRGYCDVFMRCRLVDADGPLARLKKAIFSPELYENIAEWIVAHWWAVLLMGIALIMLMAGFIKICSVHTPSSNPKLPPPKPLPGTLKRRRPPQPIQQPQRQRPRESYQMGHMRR
GC-A act = GC-A (human) enzyme activation. HEK293 GC-A cells, cGMP TR-FRET, EC30 ANP; 0% at EC30 ANP, 100% saturating ANP. activation, % at 10 µM. 370,000 compounds, 0.14% hits; in the data active = activation above about 40%
DAX1 inh-1 = inhibits human nuclear receptor DAX1; P51843; HEK293 Gal4-DAX1 luciferase reporter, luminescence; inhibition, % at 6.75 µM; 340,000 compounds, 0.99% hits; AID 504766;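 active = inhibition above the mean over all tested compounds plus 3 SD, cut at about 4.2% in these data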;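 note: 0% = DAX1-transfected cells with DMSO and 100% = empty-vector control cells with DMSO; inhibition shows as a rise in luminescence from relieved DAX1 repression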
Target sequence (P51843 207-470 limits assumed): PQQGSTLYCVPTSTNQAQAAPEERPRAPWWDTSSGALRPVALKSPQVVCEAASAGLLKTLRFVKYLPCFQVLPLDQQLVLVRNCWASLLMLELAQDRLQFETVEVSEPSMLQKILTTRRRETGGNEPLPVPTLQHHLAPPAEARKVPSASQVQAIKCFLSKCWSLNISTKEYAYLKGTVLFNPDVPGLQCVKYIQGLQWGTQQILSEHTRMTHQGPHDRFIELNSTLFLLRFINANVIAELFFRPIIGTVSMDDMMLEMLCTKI
ssDAF-12 act = activators of S. stercoralis DAF-12 nuclear receptor; HEK293 ssDAF-12/GRIP1 lit1-tk-luc reporter, luminescence; % of 3 µM dafachronic acid response; activation, % at 6.8 µM; 370,000 compounds, 1% hits; AID 652126;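 active = activation above the mean over all tested compounds plus 3 SD, cut at about 0.9% in these data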;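 note: 0% = DMSO-only wells and 100% = 3 µM delta7-dafachronic acid wells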
hcDAF-12 act = H. contortus DAF-12 activation, primary screen; HEK293 hcDAF-12 lit1-tk-luc reporter, luminescence; 0% DMSO, 100% Δ7-dafachronic acid; activation, % at 6.8 µM; 370,000 compounds, 1.4% hits;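 active = activation above the mean of all tested compounds plus 3 SD, cut at about 5.5% in these data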;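 note: 100% = response to 3 µM Δ7-dafachronic acid high control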
ADAM17 inh = inhibitors of human ADAM17; P78536; recombinant ADAM17, EDANS/DABCYL FRET peptide cleavage; inhibition, % at 6.95 µM; 370,000 compounds, 0.83% hits; AID 720648;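 active = inhibition above the mean of compounds lying between control limits plus 3 SD, set per campaign, cut at about 8.5% in these data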;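 note: 0% = DMSO-only wells as the low control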
SMARCA2 act = increases SMARCA2 function in MMTV reporter cells | 370,000 compounds, 1% hits | MG213 cells, MMTV-luciferase reporter, dexamethasone, overnight | activation, % at 9.1 µM; in the data active = activation above about 7.8%;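 note: 0% = vehicle wells and 100% = reference activator wells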
GAA850 FXN act = frataxin GAA850 promoter activation | HEK293 lucGAA850 FXN promoter luciferase reporter, 24 h; percent of 10 µM SAHA response | activation, % at 6 µM | 360,000 compounds, 0.56% hits;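 active = activation above the average of all compounds screened plus 3 SD, cutoff fixed separately per campaign, cut at about 7.5% in these data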;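 note: 0% = DMSO wells and 100% = 10 µM SAHA wells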
PG9 binder = small molecules binding HIV-1 gp120 antibody PG9. TR-FRET gp120-PG9 antibody binding. inhibition, % at 6.7 µM. 360,000 compounds, 0.43% hits. AID 624416; in the data active = inhibition above about 8.5%
hgDAF12 agonist = agonists of H. glycines DAF-12 nuclear receptor; HEK293 GAL4-hgDAF12 UAS-luciferase reporter, agonist luminescence; normalized to butyrate control; activation, % at 6.8 µM; 370,000 compounds, 1.8% hits; AID 687014;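 active = activation above a cutoff set at the mean of all screened compounds plus 3 SD, cut at about 10% in these data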;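 note: 0% = DMSO wells and 100% = sodium butyrate wells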
DAX1 inh-2 = blocks DAX1 repression of SF-1 activated StAR promoter; HEK293T StAR-luciferase reporter, SF-1/DAX-1 repression relief; inhibition, % at 6.8 µM; 370,000 compounds, 1.1% hits; AID 652010;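 active = inhibition above the mean over all tested compounds plus 3 SD, cut at about 3.6% in these data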;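 note: 0% = DAX-1 cells with DMSO and 100% = cells lacking DAX-1 with DMSO; higher inhibition means more luminescence from relief of DAX-1 repression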
The depositor's hits bear a star.

Screening O=C(CSc1ccc(Cl)cc1)NN=C1CCCCCC1 returned ADAM10 inh -15.8, GC-A act 1.3, DAX1 inh-1 2.6, ssDAF-12 act -1.2, hcDAF-12 act -2.4, ADAM17 inh -2.7, SMARCA2 act -1.8, GAA850 FXN act 0.4, PG9 binder -2.5, hgDAF12 agonist 1.7 and DAX1 inh-2 -0.1.
CCC(CC)CN1CCN=C1N(C)C was read as ADAM10 inh 0.8, GC-A act -1.4, DAX1 inh-1 0.2, ssDAF-12 act -0.9, hcDAF-12 act -0.2, ADAM17 inh 1.2, SMARCA2 act 0.4, GAA850 FXN act 0.2, PG9 binder -2.7, hgDAF12 agonist 1.4 and DAX1 inh-2 0.2.
Screening CC[C@@H](C)[C@H](NS(=O)(=O)c1ccc(C)cc1)C(=O)N1CCC(C(=O)NCC(=O)O)CC1 returned ADAM10 inh 1.6, GC-A act 4.7, DAX1 inh-1 0.3, ssDAF-12 act -1.2, hcDAF-12 act -0.5, ADAM17 inh -2.0, SMARCA2 act -0.1, GAA850 FXN act -0.1, PG9 binder -0.5, hgDAF12 agonist 1.2 and DAX1 inh-2 0.4.
COc1ccccc1NC(=O)CSCc1nc2ccccc2[nH]1 was read as ADAM10 inh -3.2, GC-A act -4.6, DAX1 inh-1 -1.3, ssDAF-12 act -0.6, hcDAF-12 act 7.0*, ADAM17 inh -2.6, SMARCA2 act 2.5, GAA850 FXN act 1.2, PG9 binder 0.2, hgDAF12 agonist 1.7 and DAX1 inh-2 0.3.
`CCC(NC(=O)N(Cc1ccccc1)Cc1ccc2c(c1)OCO2)(C(F)(F)F)C(F)(F)F` gave ADAM10 inh 2.4, GC-A act -2.2, DAX1 inh-1 -0.6, ssDAF-12 act -0.7, hcDAF-12 act -1.5, ADAM17 inh 0.8, SMARCA2 act -1.7, GAA850 FXN act 0.2, PG9 binder -1.3, hgDAF12 agonist 1.5 and DAX1 inh-2 -0.1.
For CC(=O)c1cccc(NC(=O)CCC(=O)Oc2ccc(C)cc2)c1 the results were ADAM10 inh 2.5, GC-A act 7.2, DAX1 inh-1 -0.1, ssDAF-12 act 0.1, hcDAF-12 act 2.4, ADAM17 inh -0.8, SMARCA2 act -1.4, GAA850 FXN act -1.1, PG9 binder 1.2, hgDAF12 agonist -0.5 and DAX1 inh-2 0.1.
For COCCn1c(C)cc(C(=O)COC(=O)c2cc3c(s2)CCC3)c1C the results were ADAM10 inh -12.2, GC-A act 3.4, DAX1 inh-1 -0.6, ssDAF-12 act -1.1, hcDAF-12 act -1.7, ADAM17 inh -5.2, SMARCA2 act 2.2, GAA850 FXN act 0.5, PG9 binder 1.4, hgDAF12 agonist -0.6 and DAX1 inh-2 -1.6.
Screening Cc1ccc(C(=O)Nc2cccc(-c3ccc(N4CCOCC4)nn3)c2)cc1[N+](=O)[O-] returned ADAM10 inh -8.8, GC-A act 5.3, DAX1 inh-1 -1.2, ssDAF-12 act -0.2, hcDAF-12 act -0.6, ADAM17 inh -2.6, SMARCA2 act 5.9, GAA850 FXN act -2.8, PG9 binder 0.5, hgDAF12 agonist 6.4 and DAX1 inh-2 -0.1.
Screening O=C(CN(CC1CCCO1)C(=O)CCC(=O)Nc1nccs1)NCc1ccccc1 (centres undefined) returned ADAM10 inh 11.2, GC-A act 0.8, DAX1 inh-1 0.8, ssDAF-12 act -0.7, hcDAF-12 act -1.0, ADAM17 inh 2.4, SMARCA2 act 2.8, GAA850 FXN act 3.6, PG9 binder -0.7, hgDAF12 agonist 1.4 and DAX1 inh-2 0.1.
For CCOc1ccc(NC(=O)[C@@H]2CCC(=O)N2C2OC(=O)c3ccccc32)cc1 (some centres undefined) the results were ADAM10 inh -11.8, GC-A act -0.1, DAX1 inh-1 1.0, ssDAF-12 act -0.8, hcDAF-12 act 0.0, ADAM17 inh -2.4, SMARCA2 act 1.7, GAA850 FXN act 0.9, PG9 binder -0.4, hgDAF12 agonist 1.2 and DAX1 inh-2 0.8.
`CCC(=O)NC(c1ccc(OC)cc1)c1c(O)ccc2ccccc12` (centres undefined) gave ADAM10 inh -104.7, GC-A act -1.2, DAX1 inh-1 -1.2, ssDAF-12 act -1.4, hcDAF-12 act -1.0, ADAM17 inh -26.0, SMARCA2 act -1.7, GAA850 FXN act -5.9, PG9 binder 0.3, hgDAF12 agonist -0.4 and DAX1 inh-2 -1.6.
`COc1ccccc1CNc1nc2nc3c(c(=O)n2[nH]1)CCC3` gave ADAM10 inh 3.1, GC-A act 1.3, DAX1 inh-1 0.4, ssDAF-12 act -1.3, hcDAF-12 act -1.4, ADAM17 inh -0.4, SMARCA2 act 2.7, GAA850 FXN act -1.7, PG9 binder -0.1, hgDAF12 agonist -1.2 and DAX1 inh-2 0.3.
`O=C(/C=C/c1ccco1)NC(=S)Nc1cc(-c2nc3ccccc3s2)ccc1Cl` gave ADAM10 inh 3.3, GC-A act -13.1, DAX1 inh-1 2.1, ssDAF-12 act 2.8*, hcDAF-12 act 11.7*, ADAM17 inh -8.9, SMARCA2 act 1.1, GAA850 FXN act 7.1, PG9 binder -11.7, hgDAF12 agonist 14.8* and DAX1 inh-2 2.5.
For CC(C(=O)O)C(=O)O the results were ADAM10 inh -0.1, GC-A act 1.1, DAX1 inh-1 0.4, ssDAF-12 act -1.0, hcDAF-12 act -1.8, ADAM17 inh -0.9, SMARCA2 act -4.6, GAA850 FXN act -1.2, PG9 binder 0.7, hgDAF12 agonist 0.1 and DAX1 inh-2 -0.9.
CCOc1cc(/C=N/NC(=O)c2ccc(O)cc2)ccc1Oc1nc(Cl)ncc1F was read as ADAM10 inh 5.3, GC-A act -3.3, DAX1 inh-1 -1.9, ssDAF-12 act -2.1, hcDAF-12 act -2.7, ADAM17 inh -1.8, SMARCA2 act 2.8, GAA850 FXN act -0.9, PG9 binder -1.4, hgDAF12 agonist 4.1 and DAX1 inh-2 -1.1.
Screening CC1Cc2ccccc2N1C(=O)c1cnc2ccccn2c1=O (centres undefined) returned ADAM10 inh -2.5, GC-A act 1.1, DAX1 inh-1 0.7, ssDAF-12 act -1.5, hcDAF-12 act 1.2, ADAM17 inh -2.3, SMARCA2 act -0.8, GAA850 FXN act 0.8, PG9 binder -1.7, hgDAF12 agonist 3.0 and DAX1 inh-2 -0.2.
O=C(NNc1ncnc2c1cnn2-c1cccc(Cl)c1)c1ccco1 was read as ADAM10 inh -2.2, GC-A act 2.8, DAX1 inh-1 -0.5, ssDAF-12 act -1.8, hcDAF-12 act -1.3, ADAM17 inh -5.0, SMARCA2 act -1.2, GAA850 FXN act -2.4, PG9 binder 0.3, hgDAF12 agonist -3.0 and DAX1 inh-2 0.8.
O=C(CCc1ccccc1)NC(=S)Nc1ccccc1Br was read as ADAM10 inh 10.1, GC-A act 0.9, DAX1 inh-1 8.4*, ssDAF-12 act -0.9, hcDAF-12 act -1.8, ADAM17 inh 3.7, SMARCA2 act 1.5, GAA850 FXN act 2.4, PG9 binder -2.3, hgDAF12 agonist -0.3 and DAX1 inh-2 0.2.
`CNC(=S)N/N=C(\C)c1ccc(C(C)(C)C)cc1` gave ADAM10 inh -0.9, GC-A act 2.6, DAX1 inh-1 -0.8, ssDAF-12 act -1.3, hcDAF-12 act -1.3, ADAM17 inh -1.5, SMARCA2 act 0.8, GAA850 FXN act -0.9, PG9 binder 0.3, hgDAF12 agonist -0.7 and DAX1 inh-2 -0.2.
For CN(c1ccc(C(=O)COC(=O)C2CC2)cc1)S(C)(=O)=O the results were ADAM10 inh -7.5, GC-A act 0.9, DAX1 inh-1 -0.1, ssDAF-12 act -0.3, hcDAF-12 act 1.2, ADAM17 inh -3.9, SMARCA2 act 5.2, GAA850 FXN act 3.4, PG9 binder 13.7*, hgDAF12 agonist 7.4 and DAX1 inh-2 0.3.
CCSc1cc(C)nc2ncnn12 was read as ADAM10 inh 8.7, GC-A act -0.2, DAX1 inh-1 -1.4, ssDAF-12 act -0.8, hcDAF-12 act -2.8, ADAM17 inh 4.9, SMARCA2 act -1.4, GAA850 FXN act -1.3, PG9 binder -0.4, hgDAF12 agonist -1.1 and DAX1 inh-2 0.2.
CC(C)[C@H](N)c1nnc2n1N=C(c1ccc(Cl)cc1)CS2 was read as ADAM10 inh 7.2, GC-A act -1.2, DAX1 inh-1 -0.1, ssDAF-12 act -1.2, hcDAF-12 act -0.7, ADAM17 inh 0.6, SMARCA2 act 0.1, GAA850 FXN act -0.6, PG9 binder -0.4, hgDAF12 agonist -1.8 and DAX1 inh-2 -0.7.
For COc1ccc(OC)c(S(=O)(=O)Nc2ccc(C)c(C)c2)c1 the results were ADAM10 inh 15.0, GC-A act -10.5, DAX1 inh-1 -0.3, ssDAF-12 act -1.1, hcDAF-12 act -2.5, ADAM17 inh 1.9, SMARCA2 act 5.5, GAA850 FXN act 1.2, PG9 binder -2.8, hgDAF12 agonist -2.1 and DAX1 inh-2 -0.3.
Nn1c(=O)c2ccccc2n2c(SCc3ccc(C(F)(F)F)cc3)nnc12 was read as ADAM10 inh -1.4, GC-A act -2.0, DAX1 inh-1 -0.1, ssDAF-12 act -0.8, hcDAF-12 act -1.5, ADAM17 inh -0.4, SMARCA2 act -2.7, GAA850 FXN act -1.0, PG9 binder -1.1, hgDAF12 agonist -2.4 and DAX1 inh-2 0.7.
`CCN1CCN(CC(=O)Nc2cccc(C)c2)C(=O)C1=O` gave ADAM10 inh -17.6, GC-A act -4.5, DAX1 inh-1 0.1, ssDAF-12 act -0.5, hcDAF-12 act -0.3, ADAM17 inh -7.8, SMARCA2 act 2.2, GAA850 FXN act -0.8, PG9 binder 1.6, hgDAF12 agonist -0.5 and DAX1 inh-2 0.7.
For CC(=O)Nc1ccc(N2C(=O)c3ccc(S(=O)(=O)c4ccc(C(=O)O)cc4)cc3C2=O)cc1 the results were ADAM10 inh -0.9, GC-A act 3.3, DAX1 inh-1 0.3, ssDAF-12 act -1.6, hcDAF-12 act -0.3, ADAM17 inh -4.3, SMARCA2 act -2.0, GAA850 FXN act -1.6, PG9 binder -0.6, hgDAF12 agonist 2.7 and DAX1 inh-2 -0.3.
For COc1ccc(-c2nc(CN3CCC(C(=O)N4CCOCC4)CC3)c(C)o2)c(OC)c1 the results were ADAM10 inh -16.8, GC-A act 0.7, DAX1 inh-1 -0.4, ssDAF-12 act -0.6, hcDAF-12 act -0.3, ADAM17 inh -3.4, SMARCA2 act 2.9, GAA850 FXN act 1.1, PG9 binder -1.6, hgDAF12 agonist 0.1 and DAX1 inh-2 0.6.
CC1CCCCC1NC(=S)NC(=O)c1ccccc1Cl (centres undefined) was read as ADAM10 inh 8.7, GC-A act 0.2, DAX1 inh-1 -0.4, ssDAF-12 act -0.5, hcDAF-12 act -0.2, ADAM17 inh 7.8, SMARCA2 act -2.4, GAA850 FXN act 2.8, PG9 binder -1.7, hgDAF12 agonist 1.0 and DAX1 inh-2 0.3.
`CCCNC(=O)c1ccc(N2CCC3(CC2)CC(c2cccc(Br)c2)=NO3)c(NC(=O)c2cccc(OC)c2)c1` gave ADAM10 inh 1.3, GC-A act 1.2, DAX1 inh-1 -0.1, ssDAF-12 act -1.8, hcDAF-12 act -3.0, ADAM17 inh -0.2, SMARCA2 act -0.9, GAA850 FXN act -0.5, PG9 binder -0.2, hgDAF12 agonist -1.3 and DAX1 inh-2 -0.8.
